SSB-PriA inh – K. pneumoniae PriA-SSBct interaction inhibition; AlphaScreen SSBct-PriA binding, biotinylated peptide; inhibition, % at 33 µM; 430,000 tested, 0.6% active; AID 1272365; in the data active means inhibition mostly above about 37%, no sharp cut-off; inactive means mostly below about 20%;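 further: plate controls were negative control peptide for no effect and reference peptide for full effect; strong numbers were not always called active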
BoNT-A LC inh2 – inhibitors of Botulinum neurotoxin A light chain protease; inhibition, % at 10 µM; AID 588499; multiplex microsphere protease substrate cleavage, flow cytometry; 360,000 tested, 0.17% active; further: plate controls were buffer without enzyme for full effect and enzyme alone for no effect
Anthrax LF prot – blocks Bacillus anthracis lethal factor protease; multiplex microsphere protease cleavage assay, LF; inhibition, % at 10 µM; 360,000 tested, 0.12% active; AID 588501; further: plate controls were buffer without enzyme for full effect and enzyme alone for no effect
Target sequence (P15917 whole entry, looked up): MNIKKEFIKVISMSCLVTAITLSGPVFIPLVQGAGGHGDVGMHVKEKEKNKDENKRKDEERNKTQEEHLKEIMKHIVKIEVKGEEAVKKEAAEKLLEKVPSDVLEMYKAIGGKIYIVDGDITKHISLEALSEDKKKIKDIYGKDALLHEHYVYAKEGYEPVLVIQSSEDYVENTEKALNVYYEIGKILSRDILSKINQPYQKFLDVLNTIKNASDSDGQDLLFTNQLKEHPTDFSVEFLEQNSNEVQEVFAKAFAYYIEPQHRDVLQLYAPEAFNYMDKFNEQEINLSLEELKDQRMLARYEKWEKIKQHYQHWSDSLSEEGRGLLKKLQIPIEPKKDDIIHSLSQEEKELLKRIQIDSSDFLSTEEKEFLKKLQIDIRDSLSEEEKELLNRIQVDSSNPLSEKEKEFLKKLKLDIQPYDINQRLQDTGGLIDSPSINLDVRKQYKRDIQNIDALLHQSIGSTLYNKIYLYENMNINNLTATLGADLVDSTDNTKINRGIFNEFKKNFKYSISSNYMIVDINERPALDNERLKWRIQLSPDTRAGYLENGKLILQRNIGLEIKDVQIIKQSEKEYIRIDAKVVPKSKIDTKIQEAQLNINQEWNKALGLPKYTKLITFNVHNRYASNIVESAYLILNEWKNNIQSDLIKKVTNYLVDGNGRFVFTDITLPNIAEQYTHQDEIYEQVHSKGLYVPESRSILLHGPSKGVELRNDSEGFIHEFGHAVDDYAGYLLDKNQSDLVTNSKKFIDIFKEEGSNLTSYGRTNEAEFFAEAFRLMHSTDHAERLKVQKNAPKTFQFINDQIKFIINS
SARS 3CLpro inh – SARS-CoV 3CLpro protease inhibition. 290,000 tested, 0.14% active. inhibition, % at 6 µM. recombinant SARS-CoV 3CLpro, quenched FRET peptide cleavage. P0C6X7. AID 1706; in the data active means inhibition above about 12%
CCHFV vOTU inh – CCHFV vOTU protease inhibition; AID 651958; 370,000 tested, 0.55% active; inhibition, % at 11.5 µM; Pep-AMC fluorescence; in the data active means inhibition above about 30%; further: 0% = vehicle wells with enzyme and 100% = no enzyme wells
Y pestis TopoI – blocks Yersinia pestis topoisomerase I activity; Y. pestis Topo-I cleavage product accumulation, plate reader; AID 504884; 360,000 tested, 0.064% active; activity, % at 10 µM; in the data active means activity above about 50%, passing the limit was not always enough; further: inactives centre near 2
TcdB inh – TcdB glycohydrolase inhibition | TcdB glycohydrolase enzymatic assay, plate reader | inhibition, % at 9.99 µM | 350,000 tested, 0.24% active | AID 652162; in the data active means inhibition above about 10%
Vc quorum ag – quorum light induction in luxS cqsA deficient V. cholerae; V. cholerae BH1578 lux reporter, luminescence, 6 h; activation, % at 18.7 µM; 350,000 tested, 0.16% active; AID 588436; in the data active means activation mostly above about 9.7%, no sharp cut-off; further: not every result past the cut was called active; inactives centre near 0; reference of the scale not given here
DUSP3 inh – DUSP3 (human) phosphatase inhibition; 290,000 tested, 0.52% active; inhibition, % at 13.3 µM; recombinant VHR phosphatase, pNPP absorbance; P51452; in the data active means inhibition above about 50%; further: some compounds called inactive have numbers as strong as hits
Target sequence (P51452 whole entry, looked up): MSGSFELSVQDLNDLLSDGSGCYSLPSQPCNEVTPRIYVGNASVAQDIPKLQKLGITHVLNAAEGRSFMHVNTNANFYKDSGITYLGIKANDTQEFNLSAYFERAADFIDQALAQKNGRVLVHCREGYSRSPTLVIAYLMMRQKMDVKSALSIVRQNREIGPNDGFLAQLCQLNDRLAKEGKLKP
PfHsp40 yeast – rescue of PfHsp40-mediated yeast toxicity; S. cerevisiae expressing PfHsp40, growth rescue, ATP luminescence; growth rescue, % at 12.5 µM; 340,000 tested, 0.68% active; AID 504582; in the data active means growth rescue above about 28%, passing the limit was not always enough;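 further: yeast W303a lacking pdr1 and pdr3 grown in galactose medium; growth measured after three days at 30 °C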
* hit, by the source's call. Unless noted, no stated cut-off is given here; in the data, active means inhibition above about 30%; inconclusive means no clear call, values can overlap the other calls; inactive means below that. A portion of the library; count on the stated rates, not on these rows.

Results for O=C(O)c1[nH]c2ccccc2c1-c1ccccc1 ?
SSB-PriA inh: -4; BoNT-A LC inh2: 0.0; Anthrax LF prot: 2; SARS 3CLpro inh: 7; CCHFV vOTU inh: -1; Y pestis TopoI: -4; Vc quorum ag: inactive; DUSP3 inh: 24; PfHsp40 yeast: -1.2

What do the screens show for `COc1ccccc1N1CCN(Cc2cccc(OC)c2O)CC1`?
SSB-PriA inh: -1; BoNT-A LC inh2: 7.1; Anthrax LF prot: -6; SARS 3CLpro inh: 1; CCHFV vOTU inh: 13; Y pestis TopoI: 4; TcdB inh: 1.6; Vc quorum ag: 0.6; DUSP3 inh: 46; PfHsp40 yeast: -1.2

Results for COc1cccc(C(C(=O)NC(C)(C)C)N(C(=O)CCC(=O)Nc2cc(C)on2)c2ccc3c(c2)OCCO3)c1OC (stereo unspecified) ?
SSB-PriA inh: -10; BoNT-A LC inh2: 0.7; Anthrax LF prot: -1; SARS 3CLpro inh: 0; CCHFV vOTU inh: 15; Y pestis TopoI: 19; TcdB inh: -0.7; Vc quorum ag: -0.2; DUSP3 inh: 1; PfHsp40 yeast: 1.3

What do the screens show for `COc1ccccc1NS(=O)(=O)c1ccc(N2CCOCC2)c(N)c1`?
SSB-PriA inh: -7; BoNT-A LC inh2: 0.0; Anthrax LF prot: -8; CCHFV vOTU inh: 7; Y pestis TopoI: -1; TcdB inh: 0.6; Vc quorum ag: inactive; PfHsp40 yeast: -0.4

Results for c1ccc(CCNCC2COc3ccccc3O2)cc1 (stereo unspecified) ?
SSB-PriA inh: 0; BoNT-A LC inh2: 1.0; Anthrax LF prot: -5; SARS 3CLpro inh: 2; CCHFV vOTU inh: -4; Y pestis TopoI: 5; TcdB inh: 1.2; Vc quorum ag: inactive; DUSP3 inh: 22; PfHsp40 yeast: 0.2

How did Cc1cc(S(=O)(=O)/N=C(\N)c2ccc(C(N)=O)cc2)cc(C)c1F do in these assays?
BoNT-A LC inh2: -2.6; Anthrax LF prot: 4; SARS 3CLpro inh: -6; CCHFV vOTU inh: 15; Y pestis TopoI: -1; TcdB inh: -0.5; Vc quorum ag: -0.6; DUSP3 inh: -10; PfHsp40 yeast: 2.7

What do the screens show for `COc1ccc(C2C(C(=O)NCc3ccccn3)CCC(=O)N2c2cc(OC)c(OC)c(OC)c2)cc1` (stereo unspecified)?
SSB-PriA inh: -8; BoNT-A LC inh2: -0.5; Anthrax LF prot: 4; SARS 3CLpro inh: 6; CCHFV vOTU inh: 2; Y pestis TopoI: -4; TcdB inh: 0.6; Vc quorum ag: -0.2; DUSP3 inh: 14; PfHsp40 yeast: -0.3

What do the screens show for `Cc1ccc(OCC(=O)NC2CCS(=O)(=O)C2)cc1` (stereo unspecified)?
SSB-PriA inh: -8; BoNT-A LC inh2: -0.6; Anthrax LF prot: 4; SARS 3CLpro inh: 1; CCHFV vOTU inh: -6; Y pestis TopoI: 1; TcdB inh: 1.1; Vc quorum ag: 1.5; DUSP3 inh: 33; PfHsp40 yeast: 0.2

Results for CCCS(=O)(=O)NC(=O)C1(C)CCCN(C(=O)c2ccccc2C(F)(F)F)C1 (stereo unspecified) ?
BoNT-A LC inh2: 0.1; Anthrax LF prot: -4; CCHFV vOTU inh: -7; Y pestis TopoI: 8; TcdB inh: -0.4; Vc quorum ag: 0.4

What do the screens show for `O=C(Oc1ccc2c(c1)OCO2)c1cccs1`?
SSB-PriA inh: -20; BoNT-A LC inh2: 0.8; Anthrax LF prot: 3; SARS 3CLpro inh: 7; CCHFV vOTU inh: -3; Y pestis TopoI: 2; TcdB inh: 0.7; Vc quorum ag: inactive; DUSP3 inh: 13; PfHsp40 yeast: 0.2

How did CCC(Cc1ccccc1)NC(=O)CCn1cccc1 (stereo unspecified) do in these assays?
SSB-PriA inh: -16; BoNT-A LC inh2: -1.2; Anthrax LF prot: 2; SARS 3CLpro inh: -4; CCHFV vOTU inh: -1; Y pestis TopoI: 3; Vc quorum ag: 10; DUSP3 inh: 6; PfHsp40 yeast: 2.0

What do the screens show for `COc1cc2c(cc1OC)-c1c3c(cc4c1[C@@H](C2)N(C)CC4)OCO3`?
SSB-PriA inh: 23; BoNT-A LC inh2: 0.1; Anthrax LF prot: 2; SARS 3CLpro inh: -4; CCHFV vOTU inh: 3; Y pestis TopoI: -21; TcdB inh: -9.4; Vc quorum ag: inactive; DUSP3 inh: 1; PfHsp40 yeast: -1.4

Two records picked at random from those above, as already listed:
What do the screens show for `Cc1ccc(OCC(=O)NC2CCS(=O)(=O)C2)cc1` (stereo unspecified)?
SSB-PriA inh: -8; BoNT-A LC inh2: -0.6; Anthrax LF prot: 4; SARS 3CLpro inh: 1; CCHFV vOTU inh: -6; Y pestis TopoI: 1; TcdB inh: 1.1; Vc quorum ag: 1.5; DUSP3 inh: 33; PfHsp40 yeast: 0.2

How did CCC(Cc1ccccc1)NC(=O)CCn1cccc1 (stereo unspecified) do in these assays?
SSB-PriA inh: -16; BoNT-A LC inh2: -1.2; Anthrax LF prot: 2; SARS 3CLpro inh: -4; CCHFV vOTU inh: -1; Y pestis TopoI: 3; Vc quorum ag: 10; DUSP3 inh: 6; PfHsp40 yeast: 2.0

The results go on:
What do the screens show for `O=C(Cn1cnnn1)NCCc1ccc(Cl)cc1Cl`?
SSB-PriA inh: -13; BoNT-A LC inh2: -4.8; Anthrax LF prot: -13; SARS 3CLpro inh: 6; CCHFV vOTU inh: 9; Y pestis TopoI: 0; TcdB inh: 0.3; Vc quorum ag: -0.5; DUSP3 inh: -5; PfHsp40 yeast: 0.8

How did Cc1cc2nc(-c3cccc(Cl)c3)c(Cc3cccc(Cl)c3)n2c(C)c1Br do in these assays?
BoNT-A LC inh2: 0.1; Anthrax LF prot: 4; CCHFV vOTU inh: 13; TcdB inh: 2.0

How did Cc1nnc(SCc2ccccc2F)n1NCc1cccs1 do in these assays?
SSB-PriA inh: 2; BoNT-A LC inh2: 3.5; Anthrax LF prot: 2; SARS 3CLpro inh: -5; CCHFV vOTU inh: -8; Y pestis TopoI: 11; Vc quorum ag: inactive; DUSP3 inh: 11; PfHsp40 yeast: 0.3

How did COc1ccccc1/C=N/NC(=O)c1cccc(OC(F)(F)C(F)F)c1 do in these assays?
BoNT-A LC inh2: 0.3; Anthrax LF prot: 0; SARS 3CLpro inh: 2; CCHFV vOTU inh: 12; Y pestis TopoI: -5; TcdB inh: 2.6; Vc quorum ag: -0.2; DUSP3 inh: -1; PfHsp40 yeast: -0.2

What do the screens show for `O=C(O)c1cc2cc(S(=O)(=O)O)ccc2cc1O`?
SSB-PriA inh: -8; BoNT-A LC inh2: 0.2; Anthrax LF prot: -12; CCHFV vOTU inh: -5; Y pestis TopoI: 1; TcdB inh: 1.2; PfHsp40 yeast: 0.5

How did Cc1cccc(C)c1Nc1cn[nH]c1 do in these assays?
BoNT-A LC inh2: 0.8; Anthrax LF prot: 1; CCHFV vOTU inh: 0; TcdB inh: 1.0

What do the screens show for `CSc1ccc(/C=N/NC(=O)CNc2ccc3ccccc3c2)cc1`?
BoNT-A LC inh2: 0.0; Anthrax LF prot: -2; SARS 3CLpro inh: -2; CCHFV vOTU inh: 23; Y pestis TopoI: -1; TcdB inh: -3.0; Vc quorum ag: -5.6; DUSP3 inh: 17; PfHsp40 yeast: -0.5

What do the screens show for `COP(=O)(OC)C(NC(=O)C(C)(C)C)=C(Cl)Cl`?
SSB-PriA inh: -11; BoNT-A LC inh2: 0.0; Anthrax LF prot: 3; SARS 3CLpro inh: -1; CCHFV vOTU inh: 0; Y pestis TopoI: -3; Vc quorum ag: -0.3; DUSP3 inh: 27; PfHsp40 yeast: 2.1

How did N#Cc1cccc(C(c2nnnn2C2CCCC2)N2CCC(Cc3ccccc3)CC2)c1 (stereo unspecified) do in these assays?
SSB-PriA inh: 7; BoNT-A LC inh2: -1.3; Anthrax LF prot: -2; SARS 3CLpro inh: 0; CCHFV vOTU inh: -1; Y pestis TopoI: 2; TcdB inh: -0.3; Vc quorum ag: 2.6; DUSP3 inh: 13; PfHsp40 yeast: 0.3

How did COc1ccccc1NS(=O)(=O)c1ccc(N/N=C/C=C/c2ccccc2[N+](=O)[O-])c([N+](=O)[O-])c1 do in these assays?
BoNT-A LC inh2: -1.4; Anthrax LF prot: -2; SARS 3CLpro inh: -2; CCHFV vOTU inh: -1; Y pestis TopoI: -8; TcdB inh: 0.2; Vc quorum ag: inactive; DUSP3 inh: -15; PfHsp40 yeast: -1.6

Results for COc1cc(OC)c(OC)cc1/C=C1\Oc2cc(OS(C)(=O)=O)ccc2C1=O ?
SSB-PriA inh: 14; SARS 3CLpro inh: -3; CCHFV vOTU inh: -4; Y pestis TopoI: -2; TcdB inh: -0.1; Vc quorum ag: inactive; DUSP3 inh: 32; PfHsp40 yeast: 0.0

Results for Cc1ccc(NC(=O)CN(C)C(=O)C2CCC2)cc1 ?
SSB-PriA inh: -4; BoNT-A LC inh2: 2.7; Anthrax LF prot: 1; CCHFV vOTU inh: -3; Y pestis TopoI: -6; TcdB inh: 0.3; Vc quorum ag: 0.7; PfHsp40 yeast: 0.2

Results for COc1ccccc1NC(=O)c1ccccc1Oc1ccccc1 ?
SSB-PriA inh: -51; BoNT-A LC inh2: -2.6; Anthrax LF prot: -10; SARS 3CLpro inh: -1; CCHFV vOTU inh: -2; Y pestis TopoI: 23; TcdB inh: 0.6; Vc quorum ag: -0.6; DUSP3 inh: 9; PfHsp40 yeast: 6.3

How did COc1ccc(/C=C/C(=O)NC(=S)NNC(=O)[C@H]2C[C@@H]2c2ccccc2)cc1OC do in these assays?
SSB-PriA inh: -16; BoNT-A LC inh2: 0.2; Anthrax LF prot: 0; SARS 3CLpro inh: 7; CCHFV vOTU inh: 2; Y pestis TopoI: -8; TcdB inh: 1.4; Vc quorum ag: -0.2; DUSP3 inh: 2; PfHsp40 yeast: -0.7

Results for NC1=NC(=O)C(CC(=O)Nc2ccc3c(c2)OCO3)S1 (stereo unspecified) ?
SSB-PriA inh: 1; BoNT-A LC inh2: -0.2; Anthrax LF prot: -2; SARS 3CLpro inh: 2; CCHFV vOTU inh: 20; Y pestis TopoI: -4; TcdB inh: -8.5; Vc quorum ag: -5.7; DUSP3 inh: 13; PfHsp40 yeast: -1.2

Results for COc1ccc(OCc2nnc(SCC(=O)O)n2N)cc1 ?
SSB-PriA inh: -21; BoNT-A LC inh2: 1.4; Anthrax LF prot: -8; SARS 3CLpro inh: -3; CCHFV vOTU inh: 6; Y pestis TopoI: 9; Vc quorum ag: -0.3; DUSP3 inh: 18; PfHsp40 yeast: 0.3

Results for CCOc1ccc(NC(=O)CSc2ncnc3c2sc2ccccc23)cc1 ?
SSB-PriA inh: 1; BoNT-A LC inh2: 0.1; Anthrax LF prot: 2; SARS 3CLpro inh: -4; CCHFV vOTU inh: 1; Y pestis TopoI: 5; Vc quorum ag: inactive; DUSP3 inh: 17; PfHsp40 yeast: -0.6

How did C=CCn1c(SCC(=O)NC(=O)Cc2ccccc2)nc2ccccc2c1=O do in these assays?
SSB-PriA inh: -11; BoNT-A LC inh2: 0.6; Anthrax LF prot: -6; CCHFV vOTU inh: -6; Y pestis TopoI: 9; TcdB inh: -0.2; Vc quorum ag: inactive; PfHsp40 yeast: 0.0

What do the screens show for `CC(=O)c1cc(NC(=O)c2ccccc2)c(=O)oc1/C=C/N(C)C`?
SSB-PriA inh: 2; BoNT-A LC inh2: -2.0; Anthrax LF prot: -4; SARS 3CLpro inh: -2; CCHFV vOTU inh: 5; Y pestis TopoI: -9; Vc quorum ag: -16; DUSP3 inh: 20; PfHsp40 yeast: 1.1

How did O=C(COC(=O)CNC(=O)c1ccc(Cl)cc1Cl)NCC1CCCO1 (stereo unspecified) do in these assays?
SSB-PriA inh: -2; BoNT-A LC inh2: -2.2; Anthrax LF prot: -6; CCHFV vOTU inh: -7; Y pestis TopoI: 1; TcdB inh: 0.4; Vc quorum ag: 1.6; PfHsp40 yeast: 0.1

Results for Cc1nn(CC(=O)Nc2ccc3c(c2)oc2ccccc23)c(=O)c2ccccc12 ?
SSB-PriA inh: 1; BoNT-A LC inh2: 0.1; Anthrax LF prot: 2; SARS 3CLpro inh: -3; CCHFV vOTU inh: 8; Y pestis TopoI: 5; Vc quorum ag: -2.1; DUSP3 inh: 0; PfHsp40 yeast: -1.1

Source: PubChem BioAssay (several laboratories)
